TRPC4 block: inhibitors of mouse TRPC4 channel, primary screen, Fluo4 calcium, HEK293 TRPC4beta/mu-opioid cells. DAMGO-evoked Fluo4 calcium flux; hits give low values. B-score at 10 µM. 300,000 compounds, 0.39% hits. AID 2247, 2010;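 active = B-score over 3 SD under the library average, no early fluorescence shift, positive overall ratio signal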
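material = TRPC4beta/mu-opioid receptor HEK293 cell line | probe or stimulus = sequential submaximal and maximal DAMGO stimulation | compound dosing = one concentration per compound | measured by = Fluo4 Ca2+ flux fluorescence | evaluation = integrated fluorescence ratio relative to baseline, converted to per-well B score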
hERG protect: hERG rescue from dofetilide block, primary screen, cell-based, CHO-hERG, FluxOR thallium flux, dofetilide IC70; Voltage-gated inwardly rectifying potassium channel KCNH2 (Homo sapiens), Q12809; dofetilide IC70 present; activation (rescue from dofetilide block), less the hit threshold, % at 10 µM; 310,000 compounds, 0.51% hits;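 active = activation above the mean of controls blocked by dofetilide plus 5 SD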;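 note: thallium influx through hERG after potassium depolarization seen as dye fluorescence rise; in these data hits start at about 4.7%; inactives centre near -7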
KCNK3 inh: human KCNK3 channel inhibitors, primary screen, CHO cells, FluxOR thallium flux, B-score | FluxOR fluorescence; hits give low values | 340,000 compounds, 0.84% hits | B-score at 10 µM | Potassium channel subfamily K member 3 (Homo sapiens), O14649;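 active = B-score under library mean minus 4 SD, starting fluorescence ratio at most library mean plus 5 SD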;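 note: more negative B-score means stronger inhibition of thallium flux through KCNK3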
Target sequence (O14649 whole entry, looked up): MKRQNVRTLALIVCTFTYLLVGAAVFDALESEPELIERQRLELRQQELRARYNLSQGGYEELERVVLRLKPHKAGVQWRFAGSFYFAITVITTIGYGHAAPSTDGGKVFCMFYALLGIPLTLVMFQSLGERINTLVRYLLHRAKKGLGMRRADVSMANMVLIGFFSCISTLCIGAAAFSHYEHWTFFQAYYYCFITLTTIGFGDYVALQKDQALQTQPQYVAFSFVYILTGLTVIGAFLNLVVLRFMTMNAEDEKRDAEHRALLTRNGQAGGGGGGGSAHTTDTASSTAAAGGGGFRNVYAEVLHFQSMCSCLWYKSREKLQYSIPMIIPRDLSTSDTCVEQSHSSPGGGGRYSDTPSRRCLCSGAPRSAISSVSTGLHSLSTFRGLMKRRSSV
KCNK9 block: KCNK9 potassium channel inhibitors, primary screen, HEK293 cells, thallium flux; FluxOR thallium flux fluorescence; hits give low values; B-score at 10 µM; AID 488922, 2010; 310,000 compounds, 1.2% hits;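 active = ratio B-score over 3 SD below the library mean, with starting fluorescence within 5 SD of its mean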;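 note: negative B-score means less thallium flux so channel inhibition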
Dyrk1A ADPGlo: rat Dyrk1A kinase inhibitors, primary screen, biochemical, single point, plate reader | Dual specificity tyrosine-phosphorylation-regulated kinase 1A (Rattus norvegicus), Q63470 | ADP-Glo luminescence, NFATc1 peptide | inhibition, % at 12.5 µM | 310,000 compounds, 0.43% hits | AID 504441, 2011; in the data active = inhibition above about 50%;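 note: plate controls were vehicle with enzyme for no effect and no enzyme for full effect; many of its hits are not listed in these tables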
TRPC4 act: activators of mouse TRPC4 channel, primary screen, Fluo4 calcium, HEK293 TRPC4beta/mu-opioid cells. Fluo4 calcium fluorescence; hits give high values. B-score at 10 µM. 310,000 compounds, 0.49% hits. AID 2237, 2010;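 active = B-score above 5 SD of library B-scores, and initial fluorescence ratio not above library mean plus 5 SD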;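 note: positive B-score marks a calcium rise read as TRPC4 activation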
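Assay system: HEK293 stable line with TRPC4beta plus mu-opioid receptor. Times: dye 45 min RT, read 110 s. Measured by: kinetic Fluo4 calcium fluorescence. Measure: B score of integrated ratio. Controls: assay buffer as low control, maximal DAMGO as high control.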
Platelet DG rel: inhibitors of platelet dense granule secretion, primary screen, cell-based, MLPCN, human platelets; 300,000 compounds, 0.22% hits; inhibition, %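 (compounds screened at 7.5 µM in platelet-rich plasma)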; human platelet-rich plasma, SFLLRN dense granule ATP release, luminescence;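 active = mean replicate score, as percent of positive control, at or above 50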
KCNQ1 pot: potentiators or activators of KCNQ1 channel, primary screen, cell-based, thallium flux, high-throughput; Potassium voltage-gated channel subfamily KQT member 1 (Homo sapiens), P51787; CHO-K1 KCNQ1, thallium flux FluxOR fluorescence; hits give high values; B-score at 10 µM; 310,000 compounds, 0.35% hits;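 active = fluorescence ratio B-score, a plate-corrected score, at least three library SD, with initial intensity B-score within 5 SD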
Target sequence (P51787 whole entry, looked up): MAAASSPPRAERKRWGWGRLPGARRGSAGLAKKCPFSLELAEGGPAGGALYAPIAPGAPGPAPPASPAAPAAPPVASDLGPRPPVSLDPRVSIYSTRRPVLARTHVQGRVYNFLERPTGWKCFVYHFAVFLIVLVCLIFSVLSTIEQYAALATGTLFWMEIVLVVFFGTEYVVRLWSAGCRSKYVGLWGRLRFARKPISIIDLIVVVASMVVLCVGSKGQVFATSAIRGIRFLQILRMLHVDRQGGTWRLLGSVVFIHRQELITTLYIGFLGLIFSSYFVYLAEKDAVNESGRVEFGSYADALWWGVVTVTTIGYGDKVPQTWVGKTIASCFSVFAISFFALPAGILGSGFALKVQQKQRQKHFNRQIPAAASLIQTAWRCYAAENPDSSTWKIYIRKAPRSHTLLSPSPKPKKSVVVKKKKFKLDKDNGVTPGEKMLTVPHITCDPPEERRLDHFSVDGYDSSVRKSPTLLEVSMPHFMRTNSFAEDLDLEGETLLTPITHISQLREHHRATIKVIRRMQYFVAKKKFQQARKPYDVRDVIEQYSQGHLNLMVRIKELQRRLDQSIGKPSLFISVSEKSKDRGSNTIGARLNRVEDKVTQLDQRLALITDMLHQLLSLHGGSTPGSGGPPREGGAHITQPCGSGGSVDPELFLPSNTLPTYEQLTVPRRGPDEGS
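Assay system: stable KCNQ1 CHO-K1 line; medium: assay buffer, equal DMSO in all wells; timing: 90 min dye loading and 20 min compound exposure, both at room temperature; technique: kinetic FluxOR thallium fluorescence, 10-s 1-Hz baseline, 110-s post-stimulus read; read-out basis: B score of baseline-normalized fluorescence ratio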
TRPC4 potent: positive allosteric modulators of TRPC4, primary screen, cell-based, mouse TRPC4beta, HEK293 mu-opioid, Fluo-4 calcium; Short transient receptor potential channel 4 (Mus musculus), Q9QUQ5; DAMGO EC20, Fluo-4 Ca2+ flux; hits give high values; B-score at 10 µM; 310,000 compounds, 0.42% hits; AID 2227, 2009;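 active = B-score of calcium response area above 5 SD of library B-scores, with initial fluorescence ratio within 5 SD of library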;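 note: B-score of integrated fluorescence ratio over time as area under calcium response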
PolyA inh: polyadenylation inhibitors in yeast reporter cells, primary screen, luminescence, S. cerevisiae | AID 1875, 2009 | calls only at 12 µM | 300,000 compounds, 0.02% hits | S. cerevisiae SKY197-pL101 polyadenylation reporter, beta-gal luminescence; efflux-impaired pdr1/pdr3 knockout yeast; score 100 = 6 SD above DMSO;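 active = lowest replicate activity score at least 50, where 100 means six control SD above control mean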;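 note: yeast exposed to compound for 9 h at 30 °C; higher score means more reporter readthrough which indicates perturbed polyadenylation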
KCNQ1 inh: inhibitors of human KCNQ1 channel, primary screen, cell-based, thallium flux, high-throughput. CHO-K1 KCNQ1, FluxOR thallium flux fluorescence; hits give high values. AID 2642, 2010. B-score at 10 µM. 310,000 compounds, 1.3% hits;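 active = compounds whose thallium flux B-score, printed positive for inhibition, exceeds three library SD while starting fluorescence stays within three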;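 note: channel opened by potassium depolarization with thallium stimulus after 20 min compound exposure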
* hit, by the source's call; i = inactive; . = no result given. The list is partial (hit frequency here may not be typical).

entry	smiles	TRPC4 potent	KCNQ1 inh	PolyA inh	Platelet DG rel	hERG protect	TRPC4 act	Dyrk1A ADPGlo	KCNQ1 pot	TRPC4 block	KCNK3 inh	KCNK9 block
1	CC(=O)Nc1ccc(NC(=O)C2CCN(C(=O)NC3CCCCC3)CC2)cc1	i	i	i	12.0	-5.4	i	-6.0	i	i	i	i
2	COCCCNC(=S)N/N=C/c1ccc2ccccc2c1	i	i	i	9.6	-6.4	i	8.5	i	i	i	i
3	COc1ccc(-n2cc(C(=O)c3ccccc3O)cn2)cc1	i	i	i	23.0	-7.3	i	-7.7	i	i	i	i
4	COc1ccccc1C(=O)NN(C)C1=NS(=O)(=O)c2ccccc21	i	i	i	1.0	-12.0	i	-1.7	i	i	i	i
5	CCN(CC)CCCN(C(=O)c1ccc(Br)cc1)c1nc(-c2ccc(OC)cc2)cs1	i	i	.	-3.5	-16.2	i	6.8	i	i	i	i
6	CC(Oc1ccccc1)C(=O)N=C1SC2CS(=O)(=O)CC2N1CCc1ccccc1 (centres undefined)	i	i	i	1.2	-2.0	i	-5.8	i	i	i	i
7	CC(=O)NCCc1nc2ccccc2n1CCOc1ccc(C)cc1	i	i	i	5.7	-5.1	i	-1.2	i	i	i	i
8	Cc1cc(C)nc(NC2=NCC(=O)N2c2cc(Cl)cc(Cl)c2)n1	i	i	i	.	-0.5	i	2.9	i	i	i	i
9	CNC(=O)c1cc(Nc2nnc(C)c3ccccc23)ccc1OC	i	i	i	.	-9.1	i	23.3	i	i	i	i
10	COc1nc(Nc2cccc(C)c2)nc(N2CCCCC2)n1	i	i	i	7.9	-7.5	i	0.1	i	i	i	i
11	CN1CCc2c(sc3c2c(=O)n(-c2ccccc2)c2nncn32)C1	i	i	i	2.7	-4.1	i	4.2	i	i	i	i
12	C#CCOCCOCCOCCNc1nc(N2CCN(C(=O)[C@H](CCC(=O)O)n3cc(C(N)CO)nn3)CC2)nc(N2CCN(C(=O)[C@H](Cc3ccc(O)cc3)n3cc(C(N)CC(C)C)nn3)CC2)n1 (some centres undefined)	i	i	i	-6.0	-2.8	i	.	i	i	.	i
13	Cc1cccc(NC(=S)NCCc2ccc3c(c2)OCCO3)c1C	i	i	i	19.2	-19.5	i	.	i	i	i	i
14	CCN(Cc1cc2ccccc2[nH]c1=O)C(=O)c1cccnc1	i	i	i	3.3	-8.0	i	-9.0	i	i	i	i
15	CC(=O)Nc1ccc(OCc2nnc(-c3ccccc3)o2)cc1	i	i	i	-0.6	-10.8	i	2.4	i	i	i	i
16	COC(=O)c1cc(NC(=O)CN2CCc3cc4c(cc3C2)OCCCO4)cc(C(=O)OC)c1	i	i	i	6.3	-4.9	i	14.9	i	i	i	i
17	CCN(C(=O)C1CCN(c2nc(-c3ccc(OC)cc3)no2)CC1)c1ccccc1	i	i	i	4.9	-18.8	i	1.6	i	i	i	i
18	COC(=O)c1ccc(C23CC4(C2)[C@H](CN(CC2CCCCC2)[C@@H]4c2ccccc2)C3c2ccccc2)cc1 (some centres undefined)	i	i	i	1.5	-8.0	i	-3.3	i	i	i	i
19	Cc1ccsc1C(=O)Nc1ccc2c(c1)OCCO2	i	i	i	24.6	-5.4	i	6.7	i	i	i	i
20	Cc1nc(N2CCN(c3ccccn3)CC2)c2c(C)c(C(=O)N3CCN(c4ccccc4F)CC3)sc2n1	i	i	i	-13.0	-10.9	i	2.4	i	-9*	i	i
21	Cc1ccc(C(=O)c2sc3nc4c(cc3c2N)CCC4)cc1	i	i	i	16.3	-7.1	i	-2.2	i	i	i	i
22	CCCNC(=O)c1ccccc1NS(=O)(=O)c1ccc2c(c1)OCCO2	i	i	i	-5.3	-14.9	i	-2.9	i	i	i	i
23	O=C(N=C1SC2CS(=O)(=O)CC2N1CCc1ccccc1)C1CCCCC1 (centres undefined)	i	i	i	2.0	-6.1	i	-2.0	i	i	i	i
24	Cc1ccc(Sc2ncccc2NC(=O)c2ccccc2Cl)cc1	i	i	i	5.1	-6.8	i	.	i	i	i	i
25	c1ccc(CC2CCN(c3nc4ccccc4n4nnnc34)CC2)cc1	i	i	i	-0.3	-10.3	i	3.4	i	i	i	i
26	O=C(/C=C/c1ccco1)N1CCCC(c2ccccc2)C1 (centres undefined)	i	i	i	-8.2	-10.3	i	-5.1	i	i	i	i
27	CCCC(=O)Nc1cc(-c2nn(C)c(=O)c3ccccc23)ccc1N1CCCCC1	i	i	i	-0.1	-11.7	i	0.5	i	i	i	i
28	CCOc1ccc(OCC)c(NC(=O)CCNS(=O)(=O)c2cc(Br)cnc2N)c1	i	i	i	-3.7	-7.4	i	.	i	i	i	i
29	Cn1c2c(c(=O)n(C)c1=O)C(C(F)(F)F)(C(F)(F)F)N=C(CCC1CCCCC1)N2	11*	i	i	0.2	-10.0	i	-0.5	i	i	i	i
30	CCc1cccc(OCCCn2ccnc2)c1	i	i	i	1.1	-9.7	i	2.9	i	i	i	i
31	O=C(NCc1nc2ccccc2[nH]1)C1=C[C@@H](C2CC2)C[C@@H](OCc2ccc(CO)cc2)O1	i	i	i	3.9	-3.4	i	3.5	i	i	i	i
32	COc1ccc(N(CC(=O)Nc2ccccc2C(F)(F)F)C2=NC3CS(=O)(=O)CC3S2)cc1 (centres undefined)	i	i	i	-2.0	-10.4	i	0.3	i	i	i	i
33	N#C/C(=C\c1c(F)cccc1Cl)c1nn(-c2ccccc2)c(-n2cccc2)c1C#N	i	i	i	-5.9	-13.9	i	.	i	i	i	i
34	Cc1cc(C)c(C#N)c(Cl)n1	i	i	i	-4.8	-4.0	i	0.0	i	i	i	i
35	COc1ccc(C(=O)NCC(=O)Nc2ccc(-c3ccccc3)cc2)cc1	i	i	i	-7.3	-7.1	i	1.5	i	i	i	i
36	O=S(=O)(c1ccc(Cl)nc1)N1CCCCC1	i	i	i	-7.7	-5.0	i	-6.3	i	i	i	i
37	Cc1cccc(C)c1NC(=O)CCCSc1nc2ccccc2s1	i	i	i	0.2	-0.6	i	1.8	i	i	i	i
38	O=C(CSc1cccc[n+]1[O-])Nc1ccc([N+](=O)[O-])cc1Cl	i	i	i	-3.4	-12.7	i	.	i	i	i	i
39	Cc1ccc(S(=O)(=O)NCCC(=O)N2CCC(C(N)=O)CC2)cc1C	i	i	i	15.9	-2.8	i	6.6	i	i	i	i
40	NC(=O)c1ccccc1OC1CCC1	i	i	i	-12.2	-10.4	i	1.1	i	i	i	i
41	CCn1cc(S(=O)(=O)Nc2ccc3c(c2)OCCO3)cn1	i	i	i	-3.3	-2.1	i	-2.1	i	i	i	i
42	CCCCN(CC(=O)NC(C)(C)C)C(=O)C(=O)Nc1ccc2c(c1)OCCO2	i	i	i	3.7	-7.3	i	-2.0	i	i	i	i
43	CC(=O)N(CCC1(C(C)C)CCOC(C)(C)C1)Cc1ccco1 (centres undefined)	i	i	i	7.4	-7.8	i	3.0	i	i	i	i
44	CCOC(=O)C1=C(CC)Nc2ccccc2N=C1NC(=O)c1ccc(S(=O)(=O)N(C)C)cc1	i	i	i	1.2	1.8	i	4.0	i	i	i	i
45	Cc1ccc(Cc2nc(-c3ccncc3)no2)cc1	i	i	i	11.5	-6.0	i	3.9	i	i	i	i
46	COc1ccc(C2(NC(C)=O)CCN(C(=O)c3cccs3)CC2)cc1	i	i	i	-3.0	-5.2	i	-8.3	i	i	i	i
47	O=C(c1ccco1)N1CCN(CC(=O)N(C2CCCCC2)C2CCS(=O)(=O)C2)CC1 (centres undefined)	i	i	i	-4.3	-0.3	i	-5.1	i	i	i	i
48	CCC(C)C(=O)N1CCCC(c2nc(-c3cccs3)no2)C1 (centres undefined)	i	i	i	2.2	-4.7	i	0.0	i	i	i	i
49	Cc1cnn(-c2cc(Oc3ccccc3)ncn2)c1	i	i	i	.	-8.6	i	2.2	i	i	i	i
50	Cc1ccc(OCCCC(=O)NC(C)c2ccccc2)cc1 (centres undefined)	i	i	i	-1.7	-8.9	i	-4.8	i	i	i	i

Further compounds
entry	smiles	TRPC4 potent	KCNQ1 inh	PolyA inh	Platelet DG rel	hERG protect	TRPC4 act	Dyrk1A ADPGlo	KCNQ1 pot	TRPC4 block	KCNK3 inh	KCNK9 block
51	Cc1ccc(C(C)(C)C)c(OCCCn2ccnc2)c1	i	i	i	0.6	-14.4	i	3.4	i	i	i	i
52	CC(=O)OCCCNc1cc(Sc2ccc(Cl)cc2)c2nonc2c1[N+](=O)[O-]	i	i	i	16.8	-7.5	i	-0.9	i	i	i	i
53	CCCOc1ccc(CNC(=O)c2ccc3nc(N4CCOCC4)sc3c2)cc1	i	i	i	14.8	-7.8	i	-3.5	i	i	i	i
54	CS(=O)(=O)N1CCC(C(=O)Nc2ccc(C(F)(F)F)cc2)CC1	i	i	i	1.6	-0.1	i	0.4	i	i	i	i
55	CCCn1c2c(c(O)c(C(=O)NCc3ccccc3)c1=O)CCCC2	i	i	i	-2.5	-9.6	i	2.5	i	i	i	i
56	O=C(CCc1nc2ccccc2s1)N1CCN(c2ccccc2)CC1	i	i	i	-0.1	-5.1	i	0.7	i	i	i	i
57	O=C(NCC(c1ccco1)N1CCc2ccccc21)c1ccccc1Cl (centres undefined)	i	i	i	1.8	-11.8	i	4.7	i	i	i	i
58	O=C(O)c1cccc(S(=O)(=O)Nc2ccccc2Cl)c1	i	i	i	-0.3	-1.2	i	-1.0	i	i	i	i
59	CCOC(=O)N1CCC(NS(=O)(=O)c2ccc(C)cc2)CC1	i	i	i	-0.9	-1.9	i	.	i	i	i	i
60	O=C(O)c1ccnc(C(=O)O)c1	i	i	i	-10.0	-16.1	i	4.7	i	i	i	i
61	COc1ccc2cc(CCNC(=O)c3cccc([N+](=O)[O-])c3)c(=O)[nH]c2c1	i	i	i	9.9	-6.4	i	-1.0	i	i	i	i
